Assay outcomes: PubChem BioAssay, several laboratories
PfHsp40 yeast = rescue of yeast from PfHsp40 toxicity, primary screen, S. cerevisiae, ATP luminescence | S. cerevisiae expressing PfHsp40, growth rescue | AID 504582, 2011 | growth rescue, % at 12.5 µM | hit rate 0.68% among 340,000; in the data active = growth rescue above about 28%, passing the limit was not always enough;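 also: yeast W303a lacking pdr1 and pdr3 grown in galactose medium; growth measured after three days at 30 °C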
BoNT-A LC inh2 = BoNT/A light chain protease inhibitors, primary screen, biochemical, flow cytometry, MLPCN library. Botulinum neurotoxin type A light chain protease (Clostridium botulinum A str. ATCC 3502). inhibition, % at 10 µM. multiplex microsphere protease substrate cleavage. hit rate 0.17% among 360,000; also: plate controls were buffer without enzyme for full effect and enzyme alone for no effect
Yp Topo-I inh = Yersinia pestis topoisomerase I inhibitors, primary screen, biochemical, cleavage product accumulation, plate reader, single point. Y. pestis Topo-I cleavage product accumulation. activity, % at 10 µM. hit rate 0.064% among 360,000. AID 504884, 2011; in the data active = activity above about 50%, passing the limit was not always enough; also: inactives centre near 2
SARS 3CLpro inh = SARS-CoV 3CLpro protease inhibitors, primary screen, biochemical, quenched FRET. Replicase polyprotein 1ab (Severe acute respiratory syndrome coronavirus), P0C6X7. hit rate 0.14% among 290,000. inhibition, % at 6 µM. recombinant SARS-CoV 3CLpro, quenched FRET peptide cleavage; in the data active = inhibition above about 12%
CCHF vOTU inh = CCHFV vOTU protease inhibitors, primary screen, biochemical, Pep-AMC substrate, fluorescence; Crimean-Congo hemorrhagic fever virus L polyprotein viral ovarian tumor (vOTU) protease …; inhibition, % at 11.5 µM; hit rate 0.55% among 370,000; in the data active = inhibition above about 30%; also: 0% = vehicle wells with enzyme and 100% = no enzyme wells
PriA SSB inh = inhibitors of Klebsiella pneumoniae PriA binding to SSB C-terminal tail, primary screen, biochemical, AlphaScreen; AlphaScreen SSBct-PriA binding, biotinylated peptide; inhibition, % at 33 µM; hit rate 0.6% among 430,000; in the data active = inhibition mostly above about 37%, no sharp cut-off; inactive = mostly below about 20%;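 also: plate controls were negative control peptide for no effect and reference peptide for full effect; strong numbers were not always called active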
TcdB GH inh = TcdB glycohydrolase inhibitors, primary screen, biochemical, single point, plate reader; Toxin B (Clostridioides difficile), P18177; TcdB glycohydrolase enzymatic assay; inhibition, % at 9.99 µM; hit rate 0.24% among 350,000; AID 652162, 2013; in the data active = inhibition above about 10%
DUSP3 inh = VHR1 phosphatase inhibitors, primary screen, biochemical, absorbance, uHTS. inhibition, % at 13.3 µM. recombinant VHR phosphatase, pNPP absorbance. Dual specificity protein phosphatase 3 (Homo sapiens), P51452. hit rate 0.52% among 290,000; in the data active = inhibition above about 50%; also: some compounds called inactive have numbers as strong as hits
Anthrax LF prot = Bacillus anthracis LF protease inhibitors, primary screen, biochemical, multiplex microsphere, MLPCN library. Lethal factor (Bacillus anthracis), P15917. multiplex microsphere protease cleavage assay. inhibition, % at 10 µM. hit rate 0.12% among 360,000. AID 588501, 2011; also: plate controls were buffer without enzyme for full effect and enzyme alone for no effect
Vc quorum ag = inducers of Vibrio cholerae quorum light production without autoinducers, primary screen, BH1578 luxS cqsA deficient, single point | V. cholerae BH1578 lux reporter, luminescence, 6 h | AID 588436, 2011 | hit rate 0.16% among 350,000 | activation, % at 18.7 µM; in the data active = activation mostly above about 9.7%, no sharp cut-off; also: not every result past the cut was called active; inactives centre near 0; reference of the scale not given here
Starred values were filed as active, the others as inactive; i = inactive; x = no result given; & = joins results of further samples. Rule as the data show it, unless noted: active = inhibition above about 30%; inconclusive = no clear call, values can overlap the other calls; inactive = below that. Only part of the results is shown, so the mix of outcomes need not match the whole.

SMILES	PfHsp40 yeast	BoNT-A LC inh2	Yp Topo-I inh	SARS 3CLpro inh	CCHF vOTU inh	PriA SSB inh	TcdB GH inh	DUSP3 inh	Anthrax LF prot	Vc quorum ag
CCN(CC)S(=O)(=O)c1cccc(-c2nnc(SCCCC(=O)c3ccc(F)cc3)o2)c1	-0.2	-0.2	35.4	3.3	3.7	-16.6	x	-0.8	-0.5	-0.7
Cc1ccc(-n2c(COc3cccc(C)c3)n[nH]c2=S)cc1	0.5	0.1	-3.2	3.7	-5.8	0.7	6.7	-23.3	-0.2	i
COCCN(CCOC)Cc1c(C)[nH]c2c(C)c(C)ccc2c1=O	-1.2	-2.2	-5.1	1.6	10.9	-14.9	0.9	4.5	-6.1	i
CN(C)c1ccc(CNC(=O)CCS(=O)(=O)c2ccc3c(c2)n(C)c(=O)c(=O)n3C)cc1	-0.1	-0.7	-3.3	-1.6	x	-2.4	x	-14.2	-3.2	-0.5
c1ccc(NC2=NCCN2CC2CCCC2)cc1	-2.6	-0.8	9.8	-12.3	-0.7	3.3	0.0	28.3	-10.0	0.1
COc1ccc(C(c2nnnn2-c2ccc(OC)cc2)N2CCN(C/C=C/c3ccccc3)CC2)cc1 (stereo not given)	x	-1.2	x	x	2.3	x	-1.2	x	-11.5	x
CCN(CC)S(=O)(=O)c1ccc2[nH]cc(C(=O)NC3CC3)c(=O)c2c1	0.6	-3.9	-5.5	-0.2	3.7	-12.9	-0.2	2.4	11.3	-0.9
O=C(CC(NC(=O)OCc1ccccc1)C(=O)OCc1ccccc1)OCc1ccccc1 (stereo not given)	0.5	0.5	48.0	x	13.3	-16.7	-1.1	x	-9.3	x
COc1ccc(-n2c(SCC(=O)Nc3ccccc3)nnc2-c2ccc(NS(=O)(=O)c3ccc(C)cc3)cc2)cc1	-1.3	0.5	24.0	5.2	-5.3	-18.8	x	16.6	-3.2	i
Cc1ccc(C2(c3ccccc3)NC(=O)N(CC(=O)NC3CCCCC3)C2=O)cc1C (stereo not given)	-0.5	-0.9	10.9	x	4.6	-8.0	0.2	x	-2.5	-3.8
Cc1ccc(C)c(-c2cc(C(=O)N/N=C/c3cccnc3)c3ccccc3n2)c1	-0.1	-4.1	8.4	0.1	1.6	x	1.9	22.5	-0.5	0.2
O=C(CSc1nnc(-c2ccccc2)o1)Oc1ccc(Br)cc1	-0.2	0.0	-1.2	3.8	-1.4	-7.6	-0.2	-31.1	-2.5	1.7
CCOc1ccc(-c2noc(CCCC(N)=O)n2)cc1OC	0.5	-0.6	2.1	-1.6	-21.6	-17.5	1.7	24.3	-4.5	-0.2
CCCNC(=O)c1ccc2c(=O)n(Cc3ccco3)c(=S)[nH]c2c1	0.6	-1.8	4.9	3.0	16.6	2.2	-0.6	14.0	-7.0	-0.3
CCOC(=O)[C@@H]1[C@H]2COc3cc(OC)ccc3[C@H]2N2C(=O)N(c3ccccc3)C(=O)[C@]12C	0.6	0.1	11.1	x	-1.8	-12.4	0.0	x	-4.7	i
Cn1c(=O)cc(OCC(=O)NCc2cccnc2)c2ccccc21	1.2	-0.7	-0.8	-1.1	-4.2	-13.6	x	31.1	-10.0	i
O=c1c2ccc(Cl)cc2nc(-c2cccc(C(F)(F)F)c2)n1O	0.5	0.0	-0.7	7.1	10.6	-9.9	x	6.8	-2.7	5.1
CC(=O)C[C@H]1c2cc(C(F)(F)F)ccc2S(=O)(=O)N1C1CCCCC1	0.1	-0.3	7.0	x	-3.3	-0.8	1.0	x	-4.2	i
CCOC(=O)c1ccc(NC(=O)CSc2nc(N)c(NC(=O)c3ccc(Br)o3)c(=O)[nH]2)cc1	0.6	-4.5	3.9	-0.6	-4.5	-22.0&-11.0&-6.4	0.0	-9.2	2.5	i
CCS(=O)(=O)N1CCC(NC(=O)C(Cc2cccc(OC)c2OC)NC(C)=O)CC1 (stereo not given)	0.6	1.3	-5.0	-2.4	-5.3	-10.6	-2.9	4.9	1.0	0.4
Cc1ccc(S(=O)(=O)N(C)C)cc1NC(=O)COC(=O)CNC(=O)c1cccs1	21.4	x	20.4	x	7.0	-6.8	2.4	x	x	-0.9
COc1cccc(NC(=O)CSc2nnc(Cn3c(=O)sc4ccccc43)n2C)c1	-0.5	0.1	-6.1	1.9	-0.7	-4.1	0.4	-16.0	-1.3	-0.2
Cc1cc(C)c2sc(NNC(=O)C3COc4ccccc4O3)nc2c1 (stereo not given)	1.0	-0.3	10.8	4.8	15.1	-10.9	1.3	3.9	-0.3	-0.3
CC(C)CNC(=S)N1CCN(c2nc(-c3ccc(Cl)cc3)cs2)CC1	0.5	2.1	6.9	5.0	10.0	-1.9	0.8	10.7	-5.4	-0.2
COc1ccc(OC)c(NC(=O)c2ccc(NC(C)=O)cc2)c1	1.0	0.3	-9.9	-1.4	-4.7	-11.3	x	8.1	-4.6	0.1
CCOC(=O)C(=O)Nc1ccccc1C(=O)NCc1ccccc1	-0.4	0.0	-5.3	-2.4	-7.2	-3.3	1.4	19.7	-0.5	0.6
CN(C(=O)CSc1nc(N)nn1-c1ccccc1)c1ccccc1	-0.3	-0.2	10.1	2.6	5.0	-22.5	-10.5	12.4	-6.3	-0.3
NC(=O)c1ccc(NC(=O)COC(=O)CCCc2c[nH]c3ccccc23)cc1	-1.8	-1.0	1.4	-4.5	-1.4	10.6	1.0	10.6	0.2	-1.9
COc1cc(/C=N/NC(=O)c2cccc(NC(=O)c3ccccc3Cl)c2)ccc1O	-0.8	0.4	-3.9	-1.1	-2.4	x	3.6	25.1	0.5	1.0
O=C(CCC(=O)OCC(=O)c1ccc(F)cc1)NC1CCCCC1	-0.9	x	6.0	-2.6	11.1	-4.9	x	15.6	x	0.4
N#Cc1c(N(CCO)CCO)nc(N)c2c(N)nc3c(c12)CC(=O)N3Cc1cccs1	-1.0	0.6	1.9	-8.0	x	5.5	x	17.0	-6.1	i
O=C(CCSCCc1ccccn1)Nc1ccc(Br)cn1	1.4	1.1	9.1	4.7	-9.0	-1.0	1.5	11.6	0.0	-0.2
O=S(=O)(c1ccccc1)c1nc(Nc2cccc(O)c2)sc1Cl	4.9	0.4	-7.9	2.1	22.8	0.6	x	4.2	-1.0	i
COCc1c(C(=O)N/N=C(/C)c2ccccc2)nnn1-c1nonc1N	-0.8	-0.2	-0.1	2.4	-6.8	x	-0.6	16.6	3.5	i
CCNS(=O)(=O)c1ccc(OCCNS(C)(=O)=O)cc1	-0.5	-0.6	8.6	-5.7	14.9	-5.4	1.2	20.8	-1.4	-3.7
CCCc1cc(=O)[nH]c(Nc2cc(OC)ccc2OC)n1	0.4	-0.3	3.0	-0.6	10.7	1.6	x	6.3	-1.4	-0.2
CC(C)c1nc(SCC(=O)c2ccccc2)c2c(=O)n(C)c(=O)n(C)c2n1	0.1	-0.3	-5.2	3.3	-7.3	-5.8	1.3	2.4	-8.9	i
Cc1cn(-c2cccnc2)c(C)c1CNC[C@H]1O[C@@H](n2cnc3c(N)ncnc32)[C@H](O)[C@@H]1O	0.5	-0.1	6.6	x	-0.3	-9.1	0.9	x	0.7	i
CC(=O)N1N=C(c2ccccc2)OC1c1cccnc1 (stereo not given)	-0.5	-0.2	-3.7	2.2	-14.4	-14.5	0.7	24.5	-3.3	-0.3
COc1ccc(C(CNC(=O)c2ccc(C)c(S(=O)(=O)Nc3ccccc3OC)c2)N2CCCC2)cc1 (stereo not given)	5.3	0.6	-0.7	1.7	-0.8	4.5	-1.6	-24.2	-5.8	-0.6
Cc1cccc(N2C(=O)C(Cc3ccccc3)NC2=S)c1 (stereo not given)	-2.0	0.1	9.9	-4.0	7.2	-28.5	1.8	12.7	0.9	-0.4
Cn1cnnc1SC(C(=O)Nc1cc(Cl)cc(Cl)c1)c1ccccc1 (stereo not given)	-0.3	3.4	-1.1	1.4	5.1	-16.3	x	-18.1	4.7	-0.4
COc1cccc(CNC(=O)CCC2CCCN(C(=O)CCc3c(C)noc3C)C2)c1 (stereo not given)	0.4	-0.6	9.3	-3.1	-11.2	-5.5	0.7	17.5	1.6	-0.2
COc1ccc(C2(O)CN(c3ccc(C)cc3)C3=[N+]2CCCC3)cc1 (stereo not given)	-0.2	0.4	6.4	-3.0	-10.6	6.1	0.4	-3.2	-3.2	i
CCOC(=O)c1sc2nc(NC(=O)C3CC3)sc2c1C	-0.9	-0.2	-5.7	-6.7	-3.6	0.2	-0.9	-0.2	3.3	-0.2
CN(C)S(=O)(=O)c1cccc(NC(=O)Cn2cnc3ccccc3c2=O)c1	-1.0	-0.5	0.1	-2.7	-13.3	4.7	-2.5	-1.8	-2.5	-0.4
Cc1nnc(Sc2nc3c(c(=O)n(C)c(=O)n3C)n2Cc2ccc(Cl)cc2)s1	0.0	0.2	2.2	-1.2	11.5	-11.9	x	18.3	0.6	-3.6
O=c1ccc(/C=C/c2ccccc2)nn1Cc1ccc(Cl)cc1Cl	0.8	1.0	-6.1	4.8	5.3	-4.1	x	-6.1	-2.1	i
O=[N+]([O-])c1ccccc1S(=O)(=O)c1ccccc1	-0.7	-0.7	8.5	-0.4	-13.4	5.9	-0.1	14.8	-10.1	-0.5
Nc1nc(SCC(=O)Nc2ccc(Cl)cc2)[nH]c(=O)c1-c1ccccc1	-1.2	0.1	10.0	3.0	5.2	-15.6	1.0	42.9	-6.5	-1.8
CCOCCCNC(=O)c1ccc2c(c1)OCO2	-0.2	-1.3	-1.3	0.4	-4.3	-2.9	x	2.6	7.3	-0.4
Cc1cc(NC(=O)c2c(Br)cnn2C)no1	-0.5	0.8	-3.0	-4.0	2.0	-4.9	-0.1	20.8	1.1	-0.2
Nc1c(N(Cc2ccccc2)C(=O)COc2ccc([N+](=O)[O-])cc2)c(=O)[nH]c(=O)n1Cc1ccccc1	3.2	-1.0	3.0	x	3.0	3.1	-0.5	x	-0.3	i
COc1cccc(C(O)c2nc3ccccc3n2C(C)C)c1 (stereo not given)	-0.3	1.1	1.1	-1.4	-12.5	0.2	x	-20.6	-6.5	-0.9
O=C(NNC1=Nc2ccccc2SC1)c1ccc(F)cc1	0.0	-0.4	1.4	-4.2	-11.1	-2.5	1.9	21.7	-4.8	i
CC1(C)C2([N+](=O)[O-])CN3CC1([N+](=O)[O-])CN(C2)C3C(O)C(O)C(O)CO (stereo not given)	-2.4	-1.1	-8.8	1.6	9.2	-6.1	0.2	4.4	-10.3	i

Compound profiles, as listed above:
CCCNC(=O)c1ccc2c(=O)n(Cc3ccco3)c(=S)[nH]c2c1 as listed: PfHsp40 yeast: 0.6; BoNT-A LC inh2: -1.8; Yp Topo-I inh: 4.9; SARS 3CLpro inh: 3.0; CCHF vOTU inh: 16.6; PriA SSB inh: 2.2; TcdB GH inh: -0.6; DUSP3 inh: 14.0; Anthrax LF prot: -7.0; Vc quorum ag: -0.3
CCOC(=O)c1ccc(NC(=O)CSc2nc(N)c(NC(=O)c3ccc(Br)o3)c(=O)[nH]2)cc1 as listed: PfHsp40 yeast: 0.6; BoNT-A LC inh2: -4.5; Yp Topo-I inh: 3.9; SARS 3CLpro inh: -0.6; CCHF vOTU inh: -4.5; PriA SSB inh: -22.0&-11.0&-6.4; TcdB GH inh: 0.0; DUSP3 inh: -9.2; Anthrax LF prot: 2.5; Vc quorum ag: i
